Screens deposited in PubChem by several laboratories.
GALR2 blocker: GALR2 (human) receptor antagonism; 140,000 compounds, 0.39% hits; inhibition, % at 4 µM; GALR2-expressing cells, antagonist mode; in the data active = inhibition above about 27%;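 also: cells stimulated with galanin 1-16 at roughly its EC80; 0% = agonist challenge control and 100% = basal control without agonist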
Target sequence (O43603 whole entry, looked up): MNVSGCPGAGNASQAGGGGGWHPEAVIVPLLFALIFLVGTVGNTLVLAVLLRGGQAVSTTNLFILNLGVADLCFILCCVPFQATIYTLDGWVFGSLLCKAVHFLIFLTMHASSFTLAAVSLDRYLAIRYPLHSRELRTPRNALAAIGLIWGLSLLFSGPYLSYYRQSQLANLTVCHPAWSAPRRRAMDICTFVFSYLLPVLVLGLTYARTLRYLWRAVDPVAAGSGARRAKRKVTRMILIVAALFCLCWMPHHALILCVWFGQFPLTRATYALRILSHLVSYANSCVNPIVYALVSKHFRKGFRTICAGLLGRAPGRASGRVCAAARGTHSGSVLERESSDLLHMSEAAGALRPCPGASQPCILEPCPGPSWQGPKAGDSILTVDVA
bCat KO growth: beta-catenin-lacking colon tumor cell growth suppression; AID 818; HCT116 beta-catenin knockout viability, CellTiter-Glo, 60 h; hits give low values; 140,000 compounds, 1.5% hits; viability, % at 10 µM;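 active = viability at or under a set limit, the compound median less 4 SD, cut at about 6% in these data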;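 also: 0% = Hyamine 1622 control at 20 µM and 100% = untreated cell control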
Yeast life ext: extends the lifespan of yeast; S. cerevisiae growth with nicotinamide, OD615; deaD strain in restrictive glucose medium; inhibition of the nicotinamide effect, % at 10 µM; 130,000 compounds, 0.68% hits;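 active = inhibition above a set limit, placed 3 SD over the median of all compounds, cut at about 26% in these data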;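 also: 0% = nicotinamide-treated wells and 100% = cells grown without nicotinamide; some compounds called inactive have numbers as strong as hits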
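System: DeaD-strain S. cerevisiae / Buffer or medium: CSMM-D, restrictive glucose (dextrose) synthetic minimal medium / Probe or stimulus: nicotinamide, 1.5 mM, co-present with compound / Compound: one concentration, 10 µM, DMSO 0.25% / Incubation: 48 h compound exposure at 30 °C, humidified / Technique: optical density (absorbance) at 615 nm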
MRP-1 activ: activates MRP-1; H69AR cells + doxorubicin, viability rescue, CellTiter-Glo; viability increase, % at 10 µM; 140,000 compounds, 0.61% hits;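 active = viability gain under doxorubicin at or above a set limit, the compound median plus 3 SD, cut at about 4.7% in these data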;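 also: MRP-1 overexpressing cells given doxorubicin 25 µM after compound pretreatment; 18-22 h compound pretreatment then 72 h with doxorubicin before readout; 0% = doxorubicin-only wells and 100% = vehicle-treated cells without doxorubicin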
Measles CPE: protection of cells from measles virus; protection (pct of control), % at 4 µM; Measles virus-infected cells, CPE protection, absorbance; 140,000 compounds, 1.5% hits; in the data active = protection mostly above about 24%, no sharp cut-off; inactive = mostly below about 26%; also: some compounds called inactive have numbers as strong as hits
Yeast growth inh: chemicals that inhibit yeast BB579 growth in restrictive medium (lifespan-shortening candidates) | S. cerevisiae BB579 growth, OD615, 48 h | 140,000 compounds, 0.51% hits | inhibition, % at 10 µM;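 active = inhibition above a set limit, 3 SD over the mean compound inhibition, cut at about 44% in these data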; also: inactives centre near -24
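Assay system: S. cerevisiae DeaD strain BB579 yeast. Medium: CSMM-D restrictive synthetic medium containing dextrose (glucose). Times: 4 h cell preincubation, 48 h compound exposure, 30 °C humidified. Signal: OD615 turbidity measurement. Benchmarks: positive control amphotericin B 10 µg/mL.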
HCT116 PTEN-null: growth suppressors of cells with PTEN tumor suppressor deletion; 140,000 compounds, 1.2% hits; HCT116 PTEN-null viability, CellTiter-Glo, 60 h; hits give low values; viability, % at 10 µM; AID 827;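 active = viability at or below a set limit, 4 SD under the median of all tested compounds, cut at about 3.7% in these data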;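 also: PTEN knockout HCT116 line with beta catenin targeted HCT116 as companion control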
NPY-Y2 antag: antagonists of human neuropeptide Y receptor Y2; inhibition, % at 2.7 µM; 140,000 compounds, 0.99% hits; NPY-Y2 expressing cells, antagonist mode; in the data active = inhibition above about 17%;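 also: 0% = vehicle with agonist challenge and 100% = reference antagonist with challenge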
Target sequence (P49146 whole entry, looked up): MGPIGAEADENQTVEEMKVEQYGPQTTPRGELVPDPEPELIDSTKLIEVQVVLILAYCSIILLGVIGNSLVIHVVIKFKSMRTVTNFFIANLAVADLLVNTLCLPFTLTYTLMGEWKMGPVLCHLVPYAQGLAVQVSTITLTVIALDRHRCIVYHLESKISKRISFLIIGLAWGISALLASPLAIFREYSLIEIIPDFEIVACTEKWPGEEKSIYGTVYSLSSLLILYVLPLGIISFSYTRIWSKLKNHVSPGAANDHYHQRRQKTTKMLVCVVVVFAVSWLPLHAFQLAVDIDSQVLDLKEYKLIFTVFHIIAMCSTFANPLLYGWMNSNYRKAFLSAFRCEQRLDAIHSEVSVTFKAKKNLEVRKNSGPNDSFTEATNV
E-sel TNF inh: blocks E-selectin expression induced by TNF alpha; HUVEC TNFa-induced E-selectin immunofluorescence, high content; 120,000 compounds, 0.71% hits; inhibition, % at 2 µM;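 active = inhibition above the batch mean plus 3 SD, and confirmed as a hit on visual image review, cut at about 43% in these data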;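 also: 0% = TNF-stimulated DMSO wells and 100% = unstimulated control wells; not every result past the cut was called active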
Phagocyt inh: inhibitors of macrophage phagocytosis. J774A.1 macrophage IgG-bead phagocytosis, imaging. inhibition, % at 5 µM. 110,000 compounds, 0.07% hits. AID 1029;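 active = inhibition above the mean of the plate negative controls plus 5 SD, cut at about 13% in these data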;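 also: phagocytic index as fraction of beads internalized from green versus red external bead signal; plate controls were DMSO negative control for no effect and cytochalasin-D positive control for full effect; some results beyond the cut were filed as inactive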
Numbers without * were called inactive; nt = not tested or not shown. This is a random part of the collection. Share with any hit: about 6.2%.

SMILES	GALR2 blocker	bCat KO growth	Yeast life ext	MRP-1 activ	Measles CPE	Yeast growth inh	HCT116 PTEN-null	NPY-Y2 antag	E-sel TNF inh	Phagocyt inh
O=[N+]([O-])c1cc(S(=O)(=O)N2CCCC2)ccc1NCCc1ccccc1	10	83	4	-3.1	6	-13	95	0	-3	-3
CCCNC(=O)Cn1cnc2sc(C(=O)NCCN(CC)CC)c(C)c2c1=O	-9	96	-6	-0.6	37*	-39	96	0	9	nt
CCCCCCOC(=O)C[N+](C)(C)CCOC1CC2CCC1(C)C2(C)C (stereo not given)	2	34	-14	-1.4	3	8	30	8	-40	0
COC(=O)/C(=C/Nc1ccccc1)[N+](=O)[O-]	8	95	-6	-3.3	8	-43	85	2	7	-1
Cc1ccc(S(=O)(=O)N2CCOCC2)cc1C(=O)OCC(=O)NC1CCS(=O)(=O)C1 (stereo not given)	3	92	3	1.0	7	2	99	5	nt	-14
N#CC(C(=O)c1ccco1)c1ccccn1 (stereo not given)	-4	107	-17	-1.2	4	-15	96	1	-3	-1
CCCC(=O)Nc1ccc(NC(=O)c2ccco2)c(OC)c1	-2	99	-15	-1.2	11	-56	100	4	0	-1
Cc1ccc(NC(=O)C(=O)NNC(=O)c2ccccc2C)cc1Cl	-4	68	-3	-0.5	7	-28	79	5	-33	nt
O=C(Cc1ccc(S(=O)(=O)N2CCCCC2)s1)Nc1ccc(F)cc1F	-1	85	-1	-2.4	10	14	93	-1	11	-6
Cc1ccc(C(=O)C2=C(O)C(=O)N(Cc3ccccc3)C2c2cccnc2)o1 (stereo not given)	1	112	-9	-0.3	12	-13	111	0	-1	0
Cc1ccc(S(=O)(=O)N2CCN(CC(=O)N/N=C/C=C/c3ccccc3)CC2)cc1	-6	80	-2	4.6	15	-35	75	4	nt	-6
CCCCCC(=O)NNC(=S)NC(=O)c1cccc([N+](=O)[O-])c1	-6	73	3	-1.8	8	-27	70	1	5	nt
COC(=O)c1ccc(Nc2nc(C)cc(=O)[nH]2)cc1	-6	86	-13	-1.7	22	-2	86	3	-8	-2
CC(C)(C)n1nnnc1C(c1cccnc1)N1CCN(c2ccccc2)CC1 (stereo not given)	14	84	-20	-2.7	12	-16	95	9	2	nt
Cc1ccccc1NC(=O)CSc1nnc(-c2ccoc2C)n1CCc1ccccc1	-4	86	-24	-0.1	6	3	95	1	5	0
COc1ccc(CCNS(=O)(=O)c2ccc3c(c2)CCN3C(=O)C2CC2)cc1OC	-8	92	-6	0.3	22	-19	97	1	-11	nt
O=C(Nc1nc(-c2ccc(Cl)s2)cs1)c1ccncc1	5	61	-5	-1.8	58*	1	62	3	-32	-2
Cc1ccc(NC(=O)COC(=O)Cn2cnc3ccccc32)cc1S(=O)(=O)N(C)C	5	84	2	-4.9	3	-24	92	3	8	-2
Cc1nn(-c2ccccc2)c(C)c1NC(=O)CCl	-3	24	0	-5.1	22	-55	24	1	nt	-1
Cc1nc(NC(=O)CSc2nc3cccnc3n2Cc2ccccc2)sc1C	-1	76	-10	-0.3	7	-8	89	1	3	-2
Cc1ccc(/C(N)=N/OC(=O)Cc2ccccc2)cc1	-5	92	-4	0.6	11	-33	102	5	8	-6
O=C(c1ccccc1)C1CN(c2ccccc2)CC1c1ccc(Cl)cc1 (stereo not given)	-5	74	-26	-2.7	5	-8	70	1	-8	1
Cc1ccc2nc(SCc3nnc(-c4ccccc4)o3)[nH]c2c1	-3	96	-25	-2.6	5	-49	95	4	-5	nt
Cc1ccc(S(=O)(=O)/N=C/c2ccc(N(C)C)cc2)cc1	-7	105	11	-0.5	14	-47	102	2	nt	-8
Cc1cnc2cc([N+](=O)[O-])ccc2n1	-2	88	1	1.1	5	-2	95	1	nt	-5
CCN(CCCNC(=O)CC(C(=O)N1CCc2ccccc21)n1ccnc1)c1ccccc1 (stereo not given)	5	85	-10	-2.2	-1	-11	89	0	21	0
Cn1c(=N)c(S(=O)(=O)c2ccc(F)cc2)cc2c(=O)n3ccccc3nc21	-11	97	0	-1.1	30	-47	96	2	1	-2
S=C(NCCC(c1ccccc1)c1ccccc1)Nc1ccc(Cl)cc1	-10	76	-23	-6.0	48*	19	70	4	-14	0
Cc1ccc2nc(NC(=O)CSCC(=O)OCC(=O)c3ccccc3)sc2c1	-6	82	-3	-2.0	13	-53	89	2	2	-9
O=C(NCc1ccco1)c1ccc(CS(=O)(=O)Cc2ccc(F)cc2)o1	-2	93	-16	-0.1	18	-45	101	3	-26	-1

Three of the entries above in order of their number in GALR2 blocker, rising.
Molecule | GALR2 blocker
Cn1c(=N)c(S(=O)(=O)c2ccc(F)cc2)cc2c(=O)n3ccccc3nc21 | -11
Cc1ccc(NC(=O)C(=O)NNC(=O)c2ccccc2C)cc1Cl | -4
Cc1ccc(NC(=O)COC(=O)Cn2cnc3ccccc32)cc1S(=O)(=O)N(C)C | 5

Further records:
SMILES	GALR2 blocker	bCat KO growth	Yeast life ext	MRP-1 activ	Measles CPE	Yeast growth inh	HCT116 PTEN-null	NPY-Y2 antag	E-sel TNF inh	Phagocyt inh
O=C(c1cnn2c(C(F)(F)F)cc(-c3ccc4c(c3)OCO4)nc12)N1CCCCC1	1	94	-10	-1.6	nt	-29	86	2	26	0
Cc1nn(Cc2c(Cl)cccc2Cl)c(Cl)c1/C=N/NC(=O)c1cccnc1	19	88	8	-2.2	6	-20	83	1	nt	-6
CCCCOC(=O)CSc1nc2c(c(=O)[nH]c(=O)n2C)n1C/C=C(\C)Cl	-5	112	87*	0.2	10	-13	95	3	6	3
O=[N+]([O-])c1ccc(N2CCN(Cc3ccccc3)CC2)c(S(=O)(=O)N2CCOCC2)c1	3	89	-4	-1.8	9	6	85	3	11	nt
CC(=O)c1ccc(NC(=S)NNC(=O)c2ccncc2)cc1	7	90	-4	-0.9	4	-20	90	3	14	6
CCc1ccc(C2C(C(=O)O)c3ccccc3C(=O)N2C)cc1 (stereo not given)	-5	107	-2	1.5	7	-37	100	-1	nt	-3
O=C1CC(N2CCC(O)CC2)C(=O)N1c1ccc(Br)cc1 (stereo not given)	-7	102	-6	0.0	8	7	102	3	-5	-1
Cn1c(SCc2ccccc2)nnc1-c1c[nH]c2ccccc12	-3	95	-8	0.3	29	-31	91	5	7	0
O=C(COC(=O)Cc1ccc(Br)cc1)Nc1c(F)c(F)c(F)c(F)c1F	1	95	-3	-1.2	22	-6	97	15	7	1
Cc1ccc(C(=O)N2CCN(c3ccc(NC(=S)NC(=O)Cc4ccccc4)cc3)CC2)cc1	-3	78	-20	0.9	2	-22	78	2	-62	0
Cc1cccc(C(=O)Oc2ccc(/C=N/NC(=O)Cc3ccc([N+](=O)[O-])cc3)cc2)c1	-13	87	6	-4.1	12	-14	77	-1	-20	-9
O=C1NC2(CCCCC2)C(=O)N1CCS(=O)(=O)Oc1ccccc1	-14	86	-7	0.8	3	-26	89	10	-5	0
Clc1ccc(CSc2nnnn2-c2ccc3c(c2)OCO3)c(Cl)c1	12	96	-15	-4.0	15	-41	82	5	-3	-2
O=C(NCC1CCCO1)c1cc2n(n1)C(C(F)(F)F)CC(c1ccc(F)cc1)N2 (stereo not given)	-4	103	-3	-1.7	3	-19	99	0	-45	2
Oc1ccc(Cl)cc1/C=N/c1nc2ccccc2[nH]1	6	89	7	-3.9	6	-18	94	-2	nt	2
CCN(c1ccccc1)S(=O)(=O)c1cc(C(=O)Nc2cccc(Cl)c2)ccc1F	9	38	1	-4.9	nt	-16	32	-3	nt	nt
CC(NC(=S)Nc1ccc(S(N)(=O)=O)cc1)c1ccc2c(c1)OCO2 (stereo not given)	4	90	-4	-3.1	12	-34	86	0	49	-3
Cc1cc(C)n(C(=O)c2nn(C)c(C)c2[N+](=O)[O-])n1	5	98	nt	-1.7	6	15	100	3	15	nt
Cc1cnc(NC(=O)CSc2nnc(C)n2N)s1	-11	98	1	-1.4	5	-31	101	2	nt	-2
O=C(Cn1ccc2ccccc2c1=O)NCCC(=O)N1CCN(C2CCCCC2)CC1	-2	110	-15	-0.5	10	21	102	1	-11	2
CC1(C)c2ccccc2N2CC(=O)N(CC(N)=O)C21C (stereo not given)	-15	95	-21	0.9	21	8	105	4	-34	2
O=[N+]([O-])c1c(NCCCO)cc(SCc2ccco2)c2nonc12	2	10	3	-2.4	13	-61	58	0	nt	-8
COc1ccc(C(=O)NCc2nnc(SCC(=O)N3CCCCC3)o2)cc1OC	7	107	0	-1.2	4	-63	104	2	10	1
COc1cccc(S(=O)(=O)Nc2ccc(C(=O)N3CCN(C(=O)c4ccco4)CC3)cc2)c1	1	79	nt	-4.8	3	-46	85	1	97*	nt
O=C(Cc1ccccc1)Nc1ccccc1Sc1ccccc1	0	90	0	-1.0	7	-28	92	3	nt	-6
O=C(c1oc(=O)c2ccccc2c1-c1ccccc1)N1CCOCC1	-1	98	-11	-1.6	15	-46	88	2	nt	nt
COc1cccc(C2/C(=C(/O)c3ccc(C)cc3)C(=O)C(=O)N2Cc2ccco2)c1 (stereo not given)	-2	92	2	1.4	10	-25	99	-1	-44	-12
COc1ccc(S(=O)(=O)N2CC(C(=O)O)Oc3ccc(CC(=O)O)cc32)cc1 (stereo not given)	7	103	-7	1.1	7	-15	106	0	-43	0
Cc1cc(C(=O)CN2C(=O)NC3(CCCCC3)C2=O)c(C)n1-c1ccc2c(c1)OCO2	-11	80	8	0.4	17	-23	75	-1	nt	-2
CCCC(C(=O)Nc1nccs1)c1ccccc1 (stereo not given)	4	82	-12	-0.5	17	-30	87	1	-12	nt
CCc1ccc(-c2cc(-c3n[nH]c(=S)n3CC)c3ccccc3n2)cc1	13	80	4	0.5	4	-23	94	-2	nt	-2
COCCNC(=O)c1onc(CSc2ccccc2C)c1C(=O)O	6	96	-5	-0.1	2	-45	111	8	6	nt
COc1ccc(C2(O)CCN(CC(=O)Nc3nccs3)CC2)c(OC)c1	14	90	-2	-2.0	3	-27	92	4	6	4
CC(=O)N(CN1C(=O)c2ccccc2C1=O)c1ccc2c(c1)oc1ccccc12	5	101	4	1.2	4	12	101	5	5	-9
Cc1ccc(NC(=O)/C(=C/C=C/c2ccccc2)NC(=O)c2ccccc2)cc1	-7	95	3	-0.1	17	-20	91	5	-22	-7
O=C(Nc1ccc2c(c1)CCC2)c1cccc(S(=O)(=O)Nc2ccccc2Cl)c1	-1	81	1	-2.9	8	-3	88	2	15	-16
Cc1c(Cl)cnc(NC(=O)COC(=O)c2cccc(S(=O)(=O)N3c4ccccc4CC3C)c2)c1Cl (stereo not given)	-1	86	4	-1.1	17	-42	88	0	nt	-1
CCCC(=O)N1CCN(c2ccc(NC(=O)c3sc4ccccc4c3Cl)cc2)CC1	-13	89	-3	-1.9	6	-42	84	1	11	nt
O=C(NCCc1ccccc1)c1ncn[nH]1	-5	102	-11	1.4	24	2	102	4	11	0
Cn1c(NC(=O)C2CC2)cc(=O)n(C)c1=O	9	84	-6	-4.6	22	-4	91	3	12	-1
